CSN inh – inhibitors of CSN-mediated cullin deneddylation, primary screen, biochemical, fluorescence polarization, uHTS. COP9 signalosome complex subunit 5 (Homo sapiens), Q92905. Purified CSN, SCF-Nedd8-OG deneddylation. inhibition, % at 12.5 µM. 360,000 compounds, 0.38% hits. AID 651999, 2013;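 active means pattern-corrected inhibition above about 35%, with an unprinted fluorescence ratio check between 0.5 and 1.5, limit read from the data, passing the limit was not always enough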;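 further: 0% = enzyme with substrate and 100% = substrate without enzyme; some results filed as inactive read as strong as hits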
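Assay system: purified human Csn5 enzyme expressed in HEK293T cells; Input: 0.24 nM Csn5 enzyme, final concentration; Reagent: 10 nM SCFSkp2-Nedd8OG; Compound dosing: 12.5 µM single point; Times: reaction 90 min, room temperature; Technique: fluorescence polarization readout.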
STEP block – STEP phosphatase inhibitors, primary screen, biochemical, fluorescence intensity, uHTS; recombinant STEP, OMFP fluorogenic substrate; AID 588621, 2011; 360,000 compounds, 0.25% hits; inhibition, % at 20 µM; Tyrosine-protein phosphatase non-receptor type 5 (Homo sapiens), P54829;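 active means inhibition at 20 µM, scaled per plate between control wells, above about 37%, limit read from the data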;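 further: 0% = DMSO with enzyme and substrate and 100% = substrate only without enzyme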
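Material: STEP (striatal-enriched tyrosine phosphatase) enzyme, cell-free | Medium: 50 mM Bis-Tris pH 6.0 with 2.5 mM DTT and 0.005% Tween 20 | Read-out: Percent inhibition scaled to no-enzyme and uninhibited-enzyme controls, plate-pattern corrected | Signal: Fluorescence read at 480 nm ex / 540 nm em | Times: 20 min reaction, room temperature, in the dark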
Neddylation inh – inhibitors of cullin neddylation, primary screen, biochemical, TR-FRET, uHTS, NAE and Ubc12; NEDD8-conjugating enzyme Ubc12 (Homo sapiens) + NEDD8-activating enzyme E1 regulatory …; calls only at 25 µM; 360,000 compounds, 0.58% hits; AID 651699, 2012; in the data active means inhibition above about 36%
LMPTP block – LMPTP phosphatase inhibitors, primary screen, biochemical, fluorescence intensity, uHTS; Low molecular weight phosphotyrosine protein phosphatase (Homo sapiens), P24666; 360,000 compounds, 0.22% hits; AID 651560, 2012; inhibition, % at 20 µM; recombinant LMPTP-A, OMFP fluorogenic substrate;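 active means compounds that cut the enzyme signal by at least half of the control window in the single-dose screen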;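 further: plate controls were DMSO wells with enzyme plus substrate for no effect and substrate without enzyme for full effect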
Target sequence (P24666 whole entry, looked up): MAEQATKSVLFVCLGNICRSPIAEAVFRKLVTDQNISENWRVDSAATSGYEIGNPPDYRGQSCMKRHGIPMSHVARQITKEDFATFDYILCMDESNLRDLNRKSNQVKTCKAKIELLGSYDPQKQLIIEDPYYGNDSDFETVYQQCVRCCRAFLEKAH
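test system = LMPTP-A | amount = 0.625 nM LMPTP-A final | reagent = fluorogenic phosphatase substrate OMFP at 400 µM final | incubation = 50 min at room temperature | benchmarks = no-enzyme low control, uninhibited high control | medium = Bis-Tris pH 6.0, DTT, detergent | signal = fluorescence intensity of OMFP turnover product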
Rpn11 inh – Rpn11 (PSMD14) deubiquitinase inhibitors, primary screen, biochemical, fluorescence polarization, uHTS; 26S proteasome non-ATPase regulatory subunit 14 (Homo sapiens), O00487; human 26S proteasome, Ub4-pepOG fluorescence polarization; 20S core pre-blocked with epoxomicin; calls only at 20 µM; 360,000 compounds, 0.59% hits; AID 588493, 2011;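 active means inhibition at 20 µM, scaled to each plate's controls, above about 33%, limit read from the data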
Target sequence (O00487 whole entry, looked up): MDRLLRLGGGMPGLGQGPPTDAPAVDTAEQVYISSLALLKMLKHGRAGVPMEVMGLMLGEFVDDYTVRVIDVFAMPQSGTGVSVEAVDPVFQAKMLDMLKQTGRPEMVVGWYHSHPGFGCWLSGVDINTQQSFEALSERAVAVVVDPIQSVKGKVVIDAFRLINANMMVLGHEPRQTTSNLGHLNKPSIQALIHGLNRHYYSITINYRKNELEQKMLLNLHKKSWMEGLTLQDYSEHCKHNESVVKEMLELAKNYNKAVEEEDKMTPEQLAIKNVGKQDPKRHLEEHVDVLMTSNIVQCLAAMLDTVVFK
DNMT1 inh – human DNMT1 methyltransferase inhibitors, primary screen, biochemical, molecular beacon, fluorescence, HinP1I cleavage, uHTS. inhibition (reported as % activation of signal), % at 10 µM. DNA (cytosine-5)-methyltransferase 1 (Homo sapiens), P26358. AID 588458, 2011. 360,000 compounds, 0.83% hits; in the data active means inhibition above about 50%
NadD inh – inhibitors of S. aureus NadD, primary screen, biochemical, colorimetric, uHTS; Nicotinate-nucleotide adenylyltransferase NadD (Staphylococcus aureus N315); inhibition, % at 20 µM; AID 602399, 2012; 360,000 compounds, 0.78% hits; purified NadD enzyme, colorimetric absorbance read-out; in the data active means inhibition above about 26%; further: some compounds past the cut are filed as inactive
SUMO1 PPI mod – modulators of SUMO1 protein-protein interactions, primary screen, biochemical, uHTS; AID 602429, 2012; SUMO1 binding to a labelled peptide, TR-FRET, 1 h; 360,000 compounds, 0.33% hits; Small ubiquitin-related modifier 1 (Homo sapiens), P63165; inhibition, % at 20 µM; in the data active means inhibition above about 37%
Target sequence (P63165 whole entry, looked up): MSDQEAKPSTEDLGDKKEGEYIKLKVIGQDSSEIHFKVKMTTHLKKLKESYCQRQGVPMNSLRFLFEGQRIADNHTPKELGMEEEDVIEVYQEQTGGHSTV
Rin1 Abl inh – inhibitors of Rin1-Abl protein binding, primary screen, biochemical, TR-FRET; Tyrosine-protein kinase ABL1 (Homo sapiens) + Ras and Rab interactor 1 (Homo sapiens), …; inhibition, % at 7.35 µM; 360,000 compounds, 0.4% hits; in the data active means inhibition above about 5%, passing the limit was not always enough
Scp1 inh – Scp-1 phosphatase inhibitors, primary screen, biochemical, colorimetric, uHTS | Carboxy-terminal domain RNA polymerase II polypeptide A small phosphatase 1 (Homo … | Recombinant Scp1, phosphopeptide, malachite green phosphate absorbance | inhibition, % at 20 µM | 340,000 compounds, 0.88% hits | AID 493091, 2011;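 active means inhibition above about 50% at 20 µM, limit read from the data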;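 further: plate controls were DMSO wells with enzyme for no effect and wells lacking enzyme for full effect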
Target sequence (Q9GZU7 76-261 limits assumed): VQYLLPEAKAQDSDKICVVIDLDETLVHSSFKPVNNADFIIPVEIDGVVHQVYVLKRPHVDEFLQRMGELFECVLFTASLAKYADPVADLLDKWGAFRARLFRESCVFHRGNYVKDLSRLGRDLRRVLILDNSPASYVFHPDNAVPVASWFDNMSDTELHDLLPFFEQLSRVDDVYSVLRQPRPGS
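System: truncated SCP-1 phosphatase (76-261aa); medium: Tris acetate buffer pH 5.5 with MgCl2 and Tween-20; incubation: 45 min room-temperature reaction, 5 min colour, 30 min stabiliser; compound: single 20 µM dose, 1% DMSO; reagent: Phosphorylated 17-residue peptide substrate; read-out: % inhibition at 20 µM; technique: colorimetric free-phosphate detection, absorbance 630 nm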
An asterisk follows results filed as active; i = inactive; / = no result given. Compounds as they come; about 3.8% have a hit in one of these screens.

Neddylation inh	SUMO1 PPI mod	LMPTP block	STEP block	Rpn11 inh	DNMT1 inh	NadD inh	Scp1 inh	Rin1 Abl inh	CSN inh	smiles
i	-2	0.4	-2	i	3	6	-8	-1	0	O=C(O)CCC(=O)CCC(=O)c1ccc(Cl)cc1
i	4	-0.5	-2	i	4	-2	/	2	2	CCCCNC(=O)C1(C)CCC(=O)N1CCc1c[nH]c2ccccc12 (centres undefined)
i	0	4.5	-3	i	-20	1	-12	0	-3	Cc1ccc(S(=O)(=O)Nc2ccc(-c3nnc(SCc4ccccc4Cl)o3)cc2)cc1
i	-1	1.4	2	i	-4	1	7	-2	-3	CC(=O)c1c(C)[nH]c(C(=O)Nc2cccc(S(=O)(=O)N(C)C)c2)c1C
i	-1	-0.2	/	/	/	/	/	/	0	CC1(C(=O)NCc2ccccc2)CSCC(=O)N1CC(F)(F)F (centres undefined)
i	-2	1.4	2	i	0	1	-5	4	-1	Cn1cc(CCC(=O)N2CCCC(C(=O)c3ccc(C(C)(C)C)cc3)C2)cn1 (centres undefined)
i	-4	-1.0	-21	i	3	-4	-7	0	1	c1ccc2c(c1)ncn2CCN1CCCCC1
i	18	-1.2	-2	i	2	4	-7	0	1	CCOC(=O)CC1C(=O)NCCN1C(=O)c1cccc(OC)c1 (centres undefined)
/	0	4.9	6	i	11	0	-2	1	3	Cc1cc(C)cc(NC(=O)c2cc3c(=O)n4ccccc4nc3s2)c1
i	-2	-0.6	-2	i	0	-4	1	-1	2	N/C(=N\OC(=O)CSc1ccccc1)c1ccccn1
i	2	0.7	0	i	2	-4	5	0	-3	Cc1ccc(NC(=O)NCCc2ccc(S(N)(=O)=O)cc2)cc1
i	0	-0.8	-3	i	-3	-6	-5	2	3	CC(C)Cn1c(SCC(=O)N2CC(=O)Nc3ccccc32)nc2ccccc21
i	-3	0.2	0	i	-3	-2	-6	-1	-2	Cc1cccc(C)c1NC(=O)C1c2cccc[n+]2CC(=O)N1Cc1cccs1 (centres undefined)
i	7	1.4	-7	i	7	-6	4	2	0	CCOc1ccccc1-c1nnc(CS(=O)(=O)c2ccccc2)o1
i	-1	-0.5	2	i	-2	-2	86*	-1	-1	COc1cccc(NC(=O)C2CCCN(S(=O)(=O)c3cccc4cccnc34)C2)c1 (centres undefined)
i	1	0.4	-4	i	6	-1	2	-1	-5	CCCCNC(=O)CCCn1c(=O)[nH]c2ccc(Br)cc2c1=O
i	-2	-0.8	-2	i	-1	4	-4	4	-2	CC1CCC(NC(=O)c2ccc(NC3=NC4CS(=O)(=O)CC4S3)cc2)CC1 (centres undefined)
i	1	-0.7	2	i	-1	-7	-7	0	-7	COc1ccc(-c2csc(C)n2)cc1Br
i	-3	0.1	-4	i	0	-4	-8	4	-2	CC(=O)c1cccc(NS(C)(=O)=O)c1
i	-19	-0.8	0	i	1	2	-1	0	-2	O=c1ccc(-c2ccc(S(=O)(=O)Nc3ccc(F)cc3)o2)n[nH]1
i	1	-0.6	-2	i	6	-3	-5	0	-5	C=CCN1C(=O)C(=O)N(CC(=O)c2ccc3c(c2)CCCC3)C1=O
i	11	3.2	2	i	3	-3	27	-3	10	CC(=O)OCC1(O)CC23CCC4c5ccoc5CCC4(C)C2CCC1C3 (centres undefined)
i	3	-0.3	2	i	-5	-6	-4	3	-1	COC(=O)c1ccc(C(=O)OC)c(NC(=S)N2CCC(C(N)=O)CC2)c1
i	8	-1.7	0	i	-2	-1	0	1	5	O=C(O)CCNS(=O)(=O)c1ccc2c(c1)Cc1ccccc1-2
i	1	2.9	-1	i	35	-4	-2	3	-3	O=C(NCCc1ccccc1)C1CCC(CNc2nc(=S)[nH]c3ccccc23)CC1 (centres undefined)
i	0	-1.0	-2	i	0	-3	-5	0	-6	COc1cccc(-n2c(C)nnc2SCC(=O)Nc2ccccc2N2CCOCC2)c1
i	7	-2.4	-4	i	5	-2	1	5	4	CC(C)Cc1nn2c(=O)cc(COc3ccc(NC(=O)c4ccco4)cc3)nc2s1
i	1	-0.7	2	i	-1	-3	-3	0	0	CCCC(=O)NC(C)c1nc(-c2ccc(C)cc2)no1 (centres undefined)
i	1	-1.1	-2	i	-3	5	-1	0	6	CC1=C(C(=O)Nc2ccccn2)C(c2ccc(Cl)cc2)NC(=S)N1 (centres undefined)
i	-1	-0.3	-1	i	4	-1	-2	3	-11	O=C(COC(=O)c1ccc(S(=O)(=O)N2CCOCC2)cc1)NCc1cccs1
i	-25	-0.9	3	i	-1	-2	-6	-2	1	CN1C(=O)[C@H](Cc2ccc([N+](=O)[O-])cc2)NC1=S
i	5	-2.0	0	i	1	5	4	5	3	COc1cc(S(=O)(=O)NCCN2CCOCC2)ccc1-n1cnnn1
i	2	-2.5	0	i	1	-5	0	2	0	O=C1[C@@H]2[C@H](C(=O)N1Cc1cccnc1)[C@H]1C=C[C@@H]2C1
i	2	-1.8	-2	i	8	-5	0	5	2	CC(O)Cn1c(=O)c2c(nc(Br)n2Cc2ccccc2)n(C)c1=O (centres undefined)
i	-1	1.4	2	i	1	-5	-6	1	-5	CC(C)(OC(=O)c1cccs1)c1cc2ccccc2c(=O)o1
i	-5	-1.3	1	i	0	1	0	-1	-3	Cc1cccc(Nc2nc(N)c([N+](=O)[O-])c(N3CCOCC3)n2)c1
i	-15	1.8	-1	i	4	4	-7	-25	4	Cc1cc2cc(CNC(=O)C3CC3)ccc2n1C
i	2	-1.1	3	i	-3	1	0	2	7	COc1ccc(N(C(=O)Nc2ccc(Cl)cc2)C2=NCCC2)cc1
i	-2	-0.2	4	i	0	-1	-6	-4	-7	COCC(=O)N1CCCC(C(=O)c2ccc(-c3ccccc3)c(F)c2)C1 (centres undefined)
i	-2	-2.1	-2	i	-2	0	-3	0	2	O=C(COC(=O)C1c2ccccc2Oc2ccccc21)NC1CCS(=O)(=O)C1 (centres undefined)
i	2	-0.8	1	i	-2	13	-3	0	2	S=c1nc(-c2ccccc2)[nH]n1-c1ccccc1
i	-3	-0.2	-1	i	-10	-3	-8	2	1	COCCN(C)C(=O)CC1C(=O)NCCN1CC(c1ccccc1)c1ccccc1 (centres undefined)
i	-2	0.4	-3	i	0	-1	-3	-3	-5	Cn1c(=O)[nH]c(=O)c2c1nc(Br)n2CCSc1ncccn1
i	1	-1.6	-4	i	0	3	-8	0	6	CCOC(=O)N1CCN(S(=O)(=O)c2ccc(OCC)cc2)CC1
i	4	-1.2	-1	i	-9	2	0	2	0	Cc1ccc(NS(=O)(=O)c2cccc(C(=O)Nc3cccnc3)c2)c(C)c1

In another format: 4 of the compounds above.
Order of values: Neddylation inh, SUMO1 PPI mod, LMPTP block, STEP block, Rpn11 inh, DNMT1 inh, NadD inh, Scp1 inh, Rin1 Abl inh, CSN inh
Cc1cc2cc(CNC(=O)C3CC3)ccc2n1C
→ i, -15, 1.8, -1, i, 4, 4, -7, -25, 4
COCC(=O)N1CCCC(C(=O)c2ccc(-c3ccccc3)c(F)c2)C1 (centres undefined)
→ i, -2, -0.2, 4, i, 0, -1, -6, -4, -7
COCCN(C)C(=O)CC1C(=O)NCCN1CC(c1ccccc1)c1ccccc1 (centres undefined)
→ i, -3, -0.2, -1, i, -10, -3, -8, 2, 1
COc1ccc(N(C(=O)Nc2ccc(Cl)cc2)C2=NCCC2)cc1
→ i, 2, -1.1, 3, i, -3, 1, 0, 2, 7

Additional records follow:
Neddylation inh	SUMO1 PPI mod	LMPTP block	STEP block	Rpn11 inh	DNMT1 inh	NadD inh	Scp1 inh	Rin1 Abl inh	CSN inh	smiles
i	-10	0.9	0	i	-4	5	-9	-10	-4	NC(=S)N=Nc1c(O)n(C2OC(=O)c3ccccc32)c2ccccc12 (centres undefined)
i	2	1.6	-8	i	-5	2	-3	0	-6	Cc1ccccc1NC(=O)C(C)c1ccc(-c2ccccc2)c(F)c1 (centres undefined)
i	1	0.0	-1	i	1	1	-6	1	-5	CCOC(=O)c1nn(C)c(C)c1Cl
i	-4	-2.4	1	i	-2	4	-1	-1	3	C/C(=C\C(=O)c1ccc(Br)cc1)Nc1ccc(Cl)cc1
i	4	-0.1	-2	i	-1	1	4	0	1	CSCC[C@H](NC(=O)N1CCn2c1nc1ccccc12)C(=O)NC1CCCCC1
i	-12	-0.9	2	i	-6	-3	1	-1	0	CCOC(=O)c1sc(/S(C)=N\S(=O)(=O)c2cccc(Cl)c2)c2c1CCC=C2 (centres undefined)
i	-4	-0.3	0	i	1	10	-6	-1	3	COC(=O)[C@H](Cc1ccccc1)NC(=O)Nc1ccc(OC)cc1
i	-17	-1.4	1	i	1	-4	-1	-3	2	O=C(/C=C/c1ccccc1[N+](=O)[O-])N1CCCCC1
i	-6	1.0	0	i	5	-9	11	-4	5	Cc1cc2oc(C(=O)N(Cc3cccs3)C3CCS(=O)(=O)C3)cc(=O)c2cc1Cl (centres undefined)
i	-1	-0.9	-1	i	1	-3	0	0	-3	CCOC(=O)c1c(C)n(C)c2ccc(O)c(CN(CC)CC)c12
i	6	1.2	2	i	1	-8	-9	-1	0	COC(=O)c1cc(OC)c(OC)cc1NC(=O)CSc1ccccc1
i	1	-1.2	-2	i	2	-5	-4	-3	-6	O=C(Nc1ccccc1F)c1ccc(-n2cncn2)nc1
i	-2	0.0	1	i	-1	-6	-5	-2	-12	Cc1ccc(S(=O)(=O)N(CC(=O)NCCSc2ccccn2)c2ccc(C)c(C)c2)cc1
i	-13	1.2	1	i	1	8	-2	3	-5	CC(/C=N/NC(=O)Cn1nnc(N)n1)=C\c1ccc(C(C)C)cc1
i	0	0.2	-3	i	-4	-3	-5	2	0	Cc1ccc(S(=O)(=O)N2CCC(C(=O)OCC(=O)N(C)c3ccccc3)CC2)cc1C

Source: PubChem
